PV pol inh = poliovirus RNA polymerase inhibition; P03300; poliovirus polymerase elongation, fluorescence polarization; active compounds read low; % elongation, % (compound at 16.7 µg/mL); actives 0.66% (n = 150,000); AID 588519; in the data active means % elongation below about 90%; further: some results filed as inactive read as strong as hits
Target sequence (P03300 1749-2209 limits assumed): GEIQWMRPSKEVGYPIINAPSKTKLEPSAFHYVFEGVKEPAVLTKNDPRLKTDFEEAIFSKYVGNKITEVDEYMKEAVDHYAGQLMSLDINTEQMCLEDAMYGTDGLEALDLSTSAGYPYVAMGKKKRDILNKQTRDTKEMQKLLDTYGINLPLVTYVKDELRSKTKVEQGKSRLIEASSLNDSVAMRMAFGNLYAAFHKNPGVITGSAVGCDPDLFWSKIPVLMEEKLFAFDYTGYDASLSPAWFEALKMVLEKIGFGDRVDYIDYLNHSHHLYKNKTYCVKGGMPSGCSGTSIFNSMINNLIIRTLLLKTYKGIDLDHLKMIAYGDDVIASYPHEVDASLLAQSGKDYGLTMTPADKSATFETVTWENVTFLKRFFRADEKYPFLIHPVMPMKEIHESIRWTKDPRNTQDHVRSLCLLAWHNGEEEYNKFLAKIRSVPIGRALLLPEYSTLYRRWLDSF
PV pol inh FP z-score = recorded beside PV pol inh, whose call it bears; z-score; measured here: FP z-score; hits read low
* marks the source's active call; other numbers are inactive results; & = joins results of further samples.

Under each structure: PV pol inh	PV pol inh FP z-score
COc1cc2c(cc1OC)C(COc1ccccc1OC)N(C(=O)/C=C/c1ccccc1)CC2 (stereo not given)
    103	0.6
COc1ccc(-c2noc(C3CC(=O)N(c4ccc(C)c(F)c4)C3)n2)c(OC)c1 (stereo not given)
    112	1.5
Cn1ccnc1P(=S)(c1nccn1C)N1CCOCC1
    80*	-1.7*
C=CCN(CC=C)S(=O)(=O)c1ccc(NC(=O)c2cccnc2)cc1
    104	0.8
O=C(C1CCC(Cn2c(=O)c3sccc3n(Cc3ccccc3F)c2=O)CC1)N1CCOCC1 (stereo not given)
    98	-2
O=C(CSc1nncc(=O)[nH]1)NCc1ccccc1
    99	-1.3
COc1ccccc1NC(=O)Cn1cnc2c(nc3n2CCCCC3)c1=O
    108	0.4
CCn1ccc2cc(S(=O)(=O)N3CCCN(C(=O)NCC(C)C)CC3)ccc21
    106	-0.2
N/N=C(/Cn1nnc(N2CCCCC2)n1)c1ccc(Cl)cc1
    101	-0.4
CCn1c(=O)c2cc(C(=O)Nc3cccc(C(F)(F)F)c3)sc2c2ccccc21
    108	0.5

(list continues)
Under each structure: PV pol inh	PV pol inh FP z-score
CCCNC(=O)c1oc(=O)c2ccccc2c1-c1ccccc1
    100	-1
CC(=O)Nc1ccc(/C=N/O)cc1
    107	0.7
CC(=O)Oc1c(Cl)cc(C(=O)O)cc1Cl
    100	-0.2
N#CCCCSc1ncccc1C(=O)O
    103	0.4
CCOC(=O)c1ccc(NC(=O)CC2Nc3ccccc3NC2=O)cc1 (stereo not given)
    112	1.9
N#Cc1c(C(F)(F)F)cc(=O)[nH]c1SCC(=O)O
    99	-0.7
Cc1oc2nc[nH]c(=O)c2c1C(=O)OC(C(=O)N1CCCCC1)c1ccccc1 (stereo not given)
    102	0
CC1(C)CC(=O)/C(=C/c2ccco2)CO1
    97	-0.7
Nc1ccc(CCc2nc3ccccc3[nH]2)cc1
    102	0.1
O=C(Nc1ccc2nc(-c3ccccc3)[nH]c2c1)c1ccco1
    105	2

(next part)
Under each structure: PV pol inh	PV pol inh FP z-score
COc1cc(C(=O)NC(=S)N2CCCCCC2)cc(OC)c1OC
    104	0.4
O=C(/C=C/c1ccco1)Nc1ccccc1F
    98	-0.5
COc1ccc(NC(=O)CS(=O)CC(=O)Nc2cccc(F)c2)cc1 (stereo not given)
    100	-0.3
CCc1ccccc1NC(=O)C1CCCN(S(=O)(=O)c2cccc3nsnc23)C1 (stereo not given)
    106	-0.3
Cc1ccc(Nc2c(-c3c[nH]c4ccccc34)nc3ccccn23)cc1
    110	1.5
CCC(Cn1nnc2ccccc2c1=O)NC(=O)Nc1ccc(C)cc1 (stereo not given)
    101	-1.2
CCc1cccc(CC)c1NC(=O)c1c(C)oc2ccc(O)c(CN3CCOCC3)c12
    106	-0.1
CCc1ccc(NC(=O)CS(=O)CC(=O)Nc2ccc(F)cc2F)cc1 (stereo not given)
    104	0.5
Cc1cc(N2CCCC2)ccc1/C=C/C1=CCN(C)CC1
    64*	-14*
CCc1cccc(OCC(=O)Nc2ccc(S(=O)(=O)Nc3ncccn3)cc2)c1
    104	-0.4

Later entries:
Under each structure: PV pol inh	PV pol inh FP z-score
CC1CCCN(C(=S)NCc2ccccc2)C1 (stereo not given)
    103	0.2
COc1ccc(CN(Cc2ccco2)c2cnc(S(C)(=O)=O)nc2C(=O)Nc2ccc(F)cc2)cc1
    109	0.5
N#CC(C(=O)Nc1ccc(Cl)cc1)C(=O)c1cccs1 (stereo not given)
    98	-0.8
CCOC(=O)c1ccc(NC(=O)CC2C(=O)N(c3cccc(C)c3)C(=O)N2CCOC)cc1 (stereo not given)
    103	-0.2
COc1cc(OC)cc(C(=O)NCC(c2ccc(N(C)C)cc2)N2CCc3ccccc32)c1 (stereo not given)
    99	-0.6
Cn1c(=O)c(-c2noc(-c3cccs3)n2)cn(-c2ccccc2)c1=O
    103	0.3
CC1=NN(c2nc(-c3ccccc3)cs2)C(=O)/C1=C/c1cccs1
    101	-0.3
O=C(CCS(=O)(=O)Cc1ccccc1)Nc1ccc2c(c1)OCCO2
    101	-0.3
O=C(CC12CC3CC(C1)CC(CC(=O)NC1=NCCS1)(C3)C2)NC1=NCCS1
    103	1.7
COc1ccc2nc(NC(=O)CN(c3ccc(C)cc3)S(=O)(=O)c3c(C)noc3C)sc2c1
    104	1

Continuation:
Under each structure: PV pol inh	PV pol inh FP z-score
CCOc1cc2c(cc1OCC)C1C(C(=O)N(CC)CC)c3ccccc3C(=O)N1CC2 (stereo not given)
    103	0.4
CC(C)c1ccc(S(=O)(=O)N2CCOCC2)cc1
    98	-1
CCC(=O)N1c2ccc(C)cc2C(OC(=O)c2ccccc2)CC1C (stereo not given)
    101	-0.6
Cc1ccc(N2C(=O)[C@@H]3CSC(c4ccc(C(F)(F)F)cc4)N3C2=O)cc1 (stereo not given in full)
    106	0.1
CN(C)c1ccc(C(CNC(=O)c2ccccc2C(F)(F)F)N2CCOCC2)cc1 (stereo not given)
    106	0.1
O=C(Nc1ccc(Br)cc1)C1CC(=O)N(c2ccccc2)C(=Nc2ccccc2)S1 (stereo not given)
    102	0
Cc1ccc(S(=O)(=O)NCC2COc3ccccc3O2)cc1 (stereo not given)
    99	-0.9
CCN(CC)c1ccc(N=c2ccc3ccccc3n2C)cc1
    101	-0.2
CC(C)(C)c1cc(C(=O)CN2CCCCC2)cc(C(C)(C)C)c1O
    101	-0.2
CSc1c(CC(=O)Nc2ccccc2)n(Cc2ccccc2)c2ccccc12
    102	0

(list continues)
Under each structure: PV pol inh	PV pol inh FP z-score
COc1cc2c(cc1OC)C(C(=O)NCCN(C)C)C(c1cccs1)N(C)C2=O (stereo not given)
    100	0
Cc1ccc(NC(=O)CSc2nc(-c3ccc4c(c3)OCO4)cn2-c2cccc(Cl)c2)cc1C
    104	0.5
CCNC(=O)c1ncoc1-c1ccc(C)cc1
    102	0.5
Cc1ccc(S(=O)(=O)N2CN(c3ccccc3)c3nc4ccccc4nc32)cc1
    104	0.1
CCOC(=S)NC(=O)c1ccccc1
    103	0.4
Cc1csc2nc(COC(=O)c3cccc(NC(=O)c4cccc(Cl)c4)c3)cc(=O)n12
    101	-1.3
Cc1ccc(C)c(OCCCC(C)(C)C(=O)O)c1
    100&101	0.1&0.3
c1c(SSc2cn3c(n2)CCC3)nc2n1CCC2
    99	0
CC(C)Nc1ccc(Nc2ccccc2)cc1
    100	-0.5
Cc1ccnc(N2CCC(C(=O)NCCC(C)C)CC2)n1
    99	-1.5

(more compounds)
Under each structure: PV pol inh	PV pol inh FP z-score
CCN(CC)C(=O)c1cccc(NC(=O)Cc2coc3cc(C)ccc23)c1
    107	0.7
O=c1cc(CCl)c2c(ccc3ccccc32)o1
    103	0.3
CC(C)NC(=O)C1CCN(C(=O)c2ccc(Cl)cc2)CC1
    106	1.7
N#Cc1c(=O)c2ccccc2n2ccccc12
    101	0.1
CC(=O)NC(C(=O)NC1CC1)C(C)C (stereo not given)
    104	0.3
Cn1ncc(NC(=O)O/N=C/c2ccccc2)c1-n1cccc1
    101	-0.2
COCC(C)NCc1ccc(OC)c(OC)c1 (stereo not given)
    102	0.1
Cc1ccc(C(=O)CC(=O)c2ccccc2O)cc1
    100	0.2
CCOC(=O)C1CCCCN1S(=O)(=O)c1ccc2[nH]c3c(c2c1)CCCC3 (stereo not given)
    100	-0.6
CC(C)n1ncc2c(C(=O)NC3CCCCC3)cc(C3CC3)nc21
    103	0.1

More compounds:
Under each structure: PV pol inh	PV pol inh FP z-score
O=C(COc1ncnc2ccc(Br)cc12)N1CCCCC1
    103	0
CCCCC[C@H](O)/C=C/[C@H]1C=CC(=O)[C@@H]1CCCCCCC(=O)O
    100&99	-0.5&-0.2
COc1ccc(-c2cc(C)no2)cc1S(=O)(=O)N1CCOc2ccc(Cl)cc21
    111	1
CCC1=C(C(=O)OC)C(c2cc(OC)c(OC)cc2OC)n2ncnc2N1 (stereo not given)
    102	0
CCNC(=S)NC(=NC1CCCC1)Nc1nc(C)cc(C)n1
    101	0.1
CC(=O)c1ccc(NC(=O)CC2Nc3cc(C)c(C)cc3NC2=O)cc1 (stereo not given)
    106	0.1
Cc1cc(N2CCCCC2)nc2ccc(NC(=O)/C=C/c3ccco3)cc12
    102	0.4
CCOC(=O)c1c(NC(=O)Cn2cnc3sccc3c2=O)sc(C)c1CC
    103	0
O=C(OC(Cn1cncn1)c1ccc(Cl)cc1)c1ccccc1 (stereo not given)
    103	0.8
O=C(Cc1cccs1)N1CCc2ccccc2C1
    108	0.6

7 entries out of the list, ordered by SMILES length, low to high:
Under each structure: PV pol inh	PV pol inh FP z-score
O=C(Cc1cccs1)N1CCc2ccccc2C1
    108	0.6
O=C(COc1ncnc2ccc(Br)cc12)N1CCCCC1
    103	0
CCNC(=S)NC(=NC1CCCC1)Nc1nc(C)cc(C)n1
    101	0.1
O=C(OC(Cn1cncn1)c1ccc(Cl)cc1)c1ccccc1 (stereo not given)
    103	0.8
CCOC(=O)c1c(NC(=O)Cn2cnc3sccc3c2=O)sc(C)c1CC
    103	0
Cc1cc(N2CCCCC2)nc2ccc(NC(=O)/C=C/c3ccco3)cc12
    102	0.4
CCCCC[C@H](O)/C=C/[C@H]1C=CC(=O)[C@@H]1CCCCCCC(=O)O
    100&99	-0.5&-0.2

Later entries.
Under each structure: PV pol inh	PV pol inh FP z-score
CCOc1ccc(-c2cn3c(n2)sc2cc(C(=O)NCCCN(CC)CC)ccc23)cc1
    101	-1.2
O=C(Nc1nc2c(s1)CCCC2)c1ccccc1F
    102	-0.1
CCOc1ccccc1CNC(=O)c1oc2c(c1C)-c1[nH]ncc1CC2
    108	0.1
CC(C)=CC(=O)Nc1ccccc1C(F)(F)F
    101	0
CC1(C(=O)NC2CCCC2)CCC(=O)N1C1CCCCC1 (stereo not given)
    101	0.1
CC(=O)N(C(C)=O)c1ccc2c(c1)C(C)(C)C(C)N2C (stereo not given)
    107	0.5
Cc1ccc(NC(=O)CN2C(=O)COc3ccc(S(=O)(=O)N4CCCCCC4)cc32)cc1Cl
    121	0.7
CNS(=O)(=O)c1cn(CC(=O)N2CCN(c3ccc(Cl)cc3)CC2)cc1S(=O)(=O)NC
    108	0.4
CN(C)C(=O)c1ccc2c(c1)N(CC(=O)NCc1ccc(F)cc1)C(=O)C1CCCCN21 (stereo not given)
    113	1.5
CC(C)C1NC(=O)N(c2ccccc2)C1=O (stereo not given)
    103	0.1

Compound profiles (already shown):
Listed for CCOc1ccccc1CNC(=O)c1oc2c(c1C)-c1[nH]ncc1CC2 = PV pol inh = 108; PV pol inh FP z-score = 0.1
Listed for CCOc1ccc(-c2cn3c(n2)sc2cc(C(=O)NCCCN(CC)CC)ccc23)cc1 = PV pol inh = 101; PV pol inh FP z-score = -1.2
Listed for CC(=O)N(C(C)=O)c1ccc2c(c1)C(C)(C)C(C)N2C (stereo not given) = PV pol inh = 107; PV pol inh FP z-score = 0.5

(listing goes on)
Under each structure: PV pol inh	PV pol inh FP z-score
CCOc1ccc(CCNC(=O)c2cn3c4c(ccc(Cl)c4c2=O)OC(C)C3)cc1 (stereo not given)
    102	0
C=CCN1C(=O)S/C(=C/c2cc(Cl)cc(OC)c2O)C1=O
    101	0.1
CCCCn1cc(S(=O)(=O)c2cccc(C)c2)c(=O)c2cc(F)c(N3CCOCC3)cc21
    109	0.3
O=c1[nH]nc(-c2cc(C(F)(F)F)cc(C(F)(F)F)c2)c2ccccc12
    106	0.4
Cc1cccc(C(=O)Nc2ccc(OCc3cc(=O)n4ccc(C)cc4n3)cc2)c1
    104	-0.4
Cc1ccc(Cn2c(=O)c3cccnc3n(CC(=O)Nc3cccc(C(F)(F)F)c3)c2=O)cc1
    108	1.4
Cc1ccccc1NC(=O)Nc1nnc(N2CCCCCC2)s1
    112	0.9
O=C(Cn1c(SCC(=O)N2CCc3ccccc32)nc2ccccc21)NC1CC1
    102	0.4
CC(C)N1CCC(NC(=S)NCc2ccccc2)CC1
    103	0.1
CC1CCC/C(=N/NC(=O)c2c[nH]c3ccccc23)C1 (stereo not given)
    105	0.1

Later entries:
Under each structure: PV pol inh	PV pol inh FP z-score
COc1ccc(NC(=O)C2=C(C)Nc3ncnn3C2c2ccc(O)cc2)cc1 (stereo not given)
    110	0.9
CC(NS(=O)(=O)c1ccc(Oc2cccc(Cl)c2C#N)cc1)C(C)(C)C (stereo not given)
    108	0.7
Cc1cn2c(=O)cc(COc3ccccc3NC(=O)c3ccccc3C)nc2s1
    108	0.2
O=C(COC(=O)C1CCCCC1)Nc1ccc(Cl)cn1
    100	-0.3
CCOc1ccc(NC(=O)C2CCN(S(=O)(=O)c3ccc4c(c3)oc(=O)n4C)CC2)cc1
    109	0.4
O=S(=O)(NCc1cccc2ccccc12)c1ccccc1
    103	0
CCOc1ccccc1C(=O)OCC(=O)Nc1cccc(Cl)c1
    101	-0.5
CCc1ccccc1NC(=O)c1ccc2c(SCC(=O)O)c3c(nc2c1)CCC3
    101	-1.5
O=C(SC1=NCCc2ccccc21)c1ccccc1
    103	-0.1
O=C(C1CC1)N1CCN=C1SCc1c(F)cccc1Cl
    105	2.5

The results go on:
Under each structure: PV pol inh	PV pol inh FP z-score
O=C(NC(c1ccccc1)c1ccccc1)c1ccccc1Cl
    103	0.2
O=C(O)c1cc(NC(=O)c2ccc(NC(=O)c3ccco3)cc2)cc(C(=O)O)c1
    103	0.1
COc1ccc(CC(=O)OCC(=O)Nc2ccc(Br)cc2)cc1
    104	1
CCc1ccc(C2c3c(oc4ccccc4c3=O)C(=O)N2c2ccccn2)cc1 (stereo not given)
    100	-0.3
CCCOc1cccc(C2c3c(oc4ccc(F)cc4c3=O)C(=O)N2CCCN2CCOCC2)c1 (stereo not given)
    108	0.6
CCOc1ccc(/C=C/c2nc(C#N)c(NCc3ccccc3)o2)cc1
    104	-1.1
CC1=C(C(=O)Nc2cccnc2)C(c2ccccc2Cl)n2nc(-c3ccccc3)nc2N1 (stereo not given)
    107	0.4
O=C(CSc1ncn[nH]1)Nc1ccccc1-c1ccccc1
    102	0.3
O=C(Cc1n[nH]c(=O)c2ccccc12)OCc1cc(=O)n2cc(Br)ccc2n1
    104	0.2

Bioassay records (PubChem)

Some of the compounds tested; the hit share may differ from the screen's.
